Bioassay records as filed in PubChem BioAssay.
HepG2 viability: qHTS for Inhibitors of TGF-b: Cytotox Counterscreen; AID 588856, 2011; HepG2 CAGA-GFP viability, ATP luminescence, 18 h; 410,000 compounds, 0.76% hits; Potency, µM (highest dose often 46.1 µM), for the others: top-dose activity change, negative = cytotoxicity, most hits filed as cytotoxic; also: some results filed as inactive show a strong effect at the top dose
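HepG2 CAGA-GFP cells (1000/well, DMEM with 1% FBS) received compound, then TGF-beta at 500 pg/mL final, and were incubated 18 hours at 37 degrees C. Viability was read by CellTiter-Glo luminescence. Media-only wells were set as complete cell-killing and DMSO as no toxicity.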
ATXN2 expr inh: Primary qHTS for Inhibitors of ATXN expression | HEK-293 ATXN2-luciferase reporter, luminescence, 24 h | Potency, µM (series often up to 57 µM), without a hit: at the highest dose activity change, negative = inhibition, actives largely listed as inhibitors | 360,000 compounds, 0.72% hits; also: % is scaled to controls: 0 for no effect and ±100 for the full control effect; nearly all actives have a fitted effect of over 55% in size
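ATXN2-luciferase reporter cells (luciferase flanked by upstream and downstream ATXN2 gene portions) were treated 24 h at 37 °C with compounds at up to 57 uM. SteadyGlo luminescence gave expression; GF-AFC fluorescence gave viability.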
A549 tox: Nrf2 qHTS screen for inhibitors: counterscreen for cytotoxicity; Potency, µM (titrated, usually from 46 µM), for the others: at the top dose activity change, negative = cytotoxicity, actives largely listed as inhibitors; 390,000 compounds, 0.16% hits; A549 ARE-Fluc cells, CellTiter-Fluor viability, 18-24 h; also: % is scaled to controls: 0 for no effect and ±100 for the full control effect
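A549 ARE_Fluc cells in 5% FBS OPTI-MEM were exposed to compounds in concentration-response for 18-24 h at 37 deg C. Viability was read by CellTiter-Fluor fluorescence (Ex 405/Em 525) after 30 min, before the luciferase read.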
TGFb SMAD3 inh: qHTS for Inhibitors of TGF-b; 410,000 compounds, 1.2% hits; Potency, µM (series often up to 46.1 µM), for the others: at the highest dose activity, negative = inhibition, most hits filed as inhibitors; HepG2 CAGA-GFP TGF-b/SMAD3 reporter, GFP fluorescence, 18 h; TGF-beta stimulated, 500 pg/mL final; also: % is scaled to controls: 0 for no effect and ±100 for the full control effect; nearly all actives have a fitted effect of over 65% in size
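First, reporter cells (HEPG2 CAGA-GFP) rested 2 h at 37 degrees C. Next, compounds were pinned in and TGF-beta added to 500 pg/mL final. After 18 h, GFP was imaged per cell and summed per well.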
ATXN viability: Viability Counterscreen for Primary qHTS for Inhibitors of ATXN expression. S2 cells (HEK-293 line with an ATXN2-luciferase reporter) viability, CellTiter-Fluor protease fluorescence, 24 h. Potency, µM (series often up to 56.7 µM), actives largely listed as cytotoxic. 400,000 compounds, 0.49% hits; also: nearly all actives have a fitted effect of over 40% in size
MCF10A rerep: A quantitative high throughput screen for small molecules that induce DNA re-replication in MCF 10a normal breast cells | Potency, µM (doses to about 46.1 µM), without a hit: top-dose activity, positive = re-replication, most hits filed as activators | AID 624296, 2012 | 350,000 compounds, 2.9% hits | MCF 10A DNA re-replication, Hoechst nuclear intensity, 48 h; also: % of control where 0% means no effect; nearly all actives have a fitted effect of over 50% in size
Nrf2 ARE act: qHTS of Nrf2 Activators | AREc32 ARE-luciferase reporter (MCF7-derived line), luminescence, 24 h | Potency, µM (series often up to 46.1 µM), for inactives: at the highest dose activation, usual class: activators | 410,000 compounds, 0.31% hits | AID 624171, 2012; also: % of control where 0% means no effect; nearly all actives have a fitted effect of over 65% in size
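ARE-driven firefly luciferase activity in AREc32 cells measured after a 24 hr compound exposure at 37 deg C, using Steady-Glo reagent and a 30 min room-temperature hold.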
Nrf2 block: Nrf2 qHTS screen for inhibitors; 360,000 compounds, 2.1% hits; A549 ARE-Fluc reporter, luciferase luminescence, 18-24 h; Potency, µM (highest dose often 46 µM), for inactives: at the top dose activity change, negative = inhibition, hits mostly inhibitors; also: % is scaled to controls: 0 for no effect and ±100 for the full control effect; nearly all actives have a fitted effect of over 60% in size
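Nrf2 activity is the BugLite luminescence, read 15 min after reagent at room temperature, following CellTiter-Fluor cytotoxicity readout (30 min, 37C). Compound titrations were applied for 18-24 h to 5000 A549 ARE_Fluc cells/well in 5% FBS OPTI-MEM.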
EPAC2 antag: qHTS for Antagonist of cAMP-regulated guanine nucleotide exchange factor 2 (EPAC2): primary screen. Rap guanine nucleotide exchange factor 4 (Homo sapiens), Q8WZA2. EPAC2 GEF exchange of Rap1B-BODIPY-GDP, fluorescence. Potency, µM (top dose mostly 114 µM), without a hit: top-dose activity, negative = inhibition, usual class: inhibitors. 360,000 compounds, 0.18% hits; also: % is scaled to controls: 0 for no effect and ±100 for the full control effect; nearly all actives have a fitted effect of over 45% in size; many of its hits are not listed in these tables
Target sequence (Q8WZA2 whole entry, looked up): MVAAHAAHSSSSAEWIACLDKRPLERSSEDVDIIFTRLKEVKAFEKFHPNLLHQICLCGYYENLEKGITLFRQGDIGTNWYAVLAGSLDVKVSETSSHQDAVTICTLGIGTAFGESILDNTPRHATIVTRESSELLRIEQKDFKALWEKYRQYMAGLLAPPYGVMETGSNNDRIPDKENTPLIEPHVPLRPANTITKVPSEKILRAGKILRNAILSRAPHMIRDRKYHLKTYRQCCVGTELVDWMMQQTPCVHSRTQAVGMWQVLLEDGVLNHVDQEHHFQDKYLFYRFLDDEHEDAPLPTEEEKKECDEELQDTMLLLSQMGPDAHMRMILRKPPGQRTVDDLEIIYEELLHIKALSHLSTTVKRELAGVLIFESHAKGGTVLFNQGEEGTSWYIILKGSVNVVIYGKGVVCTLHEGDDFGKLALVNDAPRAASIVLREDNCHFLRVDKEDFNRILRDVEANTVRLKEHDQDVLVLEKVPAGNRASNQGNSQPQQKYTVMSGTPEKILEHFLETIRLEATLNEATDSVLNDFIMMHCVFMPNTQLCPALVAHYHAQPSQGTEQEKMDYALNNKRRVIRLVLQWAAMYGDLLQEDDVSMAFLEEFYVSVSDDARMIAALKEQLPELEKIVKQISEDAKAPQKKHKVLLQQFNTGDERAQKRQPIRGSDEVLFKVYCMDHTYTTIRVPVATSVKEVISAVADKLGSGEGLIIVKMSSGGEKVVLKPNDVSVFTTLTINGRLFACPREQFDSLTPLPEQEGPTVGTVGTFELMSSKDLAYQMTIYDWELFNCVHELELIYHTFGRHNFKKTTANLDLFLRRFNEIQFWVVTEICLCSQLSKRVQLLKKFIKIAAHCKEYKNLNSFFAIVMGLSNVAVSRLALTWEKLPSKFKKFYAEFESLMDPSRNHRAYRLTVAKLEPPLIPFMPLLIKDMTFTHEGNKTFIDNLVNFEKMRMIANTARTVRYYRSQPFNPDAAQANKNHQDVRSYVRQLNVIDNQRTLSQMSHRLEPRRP
The depositor's hits bear a star; i = inactive; ? = inconclusive; . = no result given; [ ] = another dose, or the depositor's remark. Calls follow the shape of the dose curve; as a rule, active = well fitted curve in the direction sought with a large enough effect; inconclusive = small, poorly fitted or top-dose-only effect, or another doubt; inactive = no such curve, though single readings can be large; an effect the other way counts as inactive or inconclusive. Potency is read from the fitted curve at half-maximal effect. A portion of the library; count on the stated rates, not on these rows.

The line under a structure holds: HepG2 viability | ATXN2 expr inh | A549 tox | TGFb SMAD3 inh | ATXN viability | MCF10A rerep | Nrf2 ARE act | Nrf2 block | EPAC2 antag
O=C(c1ccc2c(Cl)c3c(nc2c1)CCCC3)N1CCN(c2ccccc2F)CC1
  16% | 4% | 1% | 15% | i | . | -0.8% | 3% | .
CCCCNc1cccc2c1S(=O)(=O)N(CCCC)CC(COCc1ccccc1)O2 (stereo not drawn)
  -4% | 0% | -1% | 4% | i | -11% | -0.8% | -17% | 0%
CN(C)c1ccc(C(=O)c2ccc(O)cc2O)cc1
  -15% | 62%[activator] | -10% | 0% | i | 14% | 3.0% | 9% | -5%
CCc1nc2nc(C)c(NS(=O)(=O)c3ccc4c(c3)CCCC4)c(=O)n2[nH]1
  1% | -8% | -5% | 9% | i | -5% | 0.2% | 3% | -12%
CC1(C)OC(=O)C2=C(C[C@@H](C3CCCCC3)O[C@H]2c2ccccc2)O1
  . | -7% | . | . | ? | . | 0.8% | . | -5%
O=C(Nc1ccc(Oc2ccccc2)nc1)C1CCN(Cc2ccco2)CC1
  -10% | -8% | 3% | -27% | i | 6% | 0.2% | -28% | 1%
Cn1c(SCc2ccc(Br)cc2)nc2ccccc2c1=O
  -2% | -8% | 8% | ? | i | 21% | 4.7% | ? | 2%
C=CCn1c(=S)[nH]c2cc(C(=O)NCCc3ccc(S(N)(=O)=O)cc3)ccc2c1=O
  -30% | -7% | 6% | -4% | i | 10% | 1.8% | 22% | 6%
CCC(C)c1ccccc1NC(=O)COC(=O)CCc1cc(OC)c(OC)c(OC)c1 (stereo not drawn)
  5% | -5% | -5% | ? | i | 1% | -1.0% | 3% | 0%
Cc1cccc(C(=O)Nc2nnc(S(=O)(=O)N3c4ccccc4CC3C)s2)c1 (stereo not drawn)
  -38% | 1% | 0% | ? | i | . | 5.6% | -15% | .
CCOc1cccc(C(=O)Nc2ccc(N3CCN(S(C)(=O)=O)CC3)cc2)c1
  -1% | -18% | -2% | 8% | i | -1% | -0.4% | 2% | 9%
Cn1ncc(=S)[nH]c1=S
  1% | 3% | 3% | 9% | i | -41%[inhibitor] | 2.9% | 0% | 6%
Cc1ccc2nc(-c3ccccc3)cc(C(=O)N3CC(C)OC(C)C3)c2c1 (stereo not drawn)
  -15% | 12% | -4% | -9% | i | -1% | 0.7% | ? | -4%
CC(C)(C)NC(=S)NNC(=O)c1cccc(Br)c1
  -45% | . | -8% | ? | i | -2% | 8.8% | -5% | 1%
Cc1ccccc1-n1c(Cc2cccs2)n[nH]c1=S
  -52% | -2% | 0% | -3% | i | -2% | -1.3% | -6% | 5%
O=C(OCc1nc2ccccc2[nH]1)C12CC3CC(CC(C3)C1)C2
  -8% | -9% | -30% | 12% | i | -3% | -0.1% | ? | -9%
N/C(=N\OC(=O)c1ccc(Cl)cc1[N+](=O)[O-])c1cccnc1
  -48% | 39%[activator] | 1% | 2% | i | -1% | 27% | ? | -3%
COC(=O)C1=C(NC(=O)COc2ccc(Cl)cc2Cl)CCS1
  16% | -14% | -1% | -9% | i | 2% | 0.1% | ? | 5%
C[C@@H]1CN([C@@H](C)CO)C(=O)CCCn2nncc2CO[C@@H]1CN(C)S(=O)(=O)c1ccc(Cl)cc1
  -23% | 5% | . | -1% | i | . | 0.1% | . | 0%
Cc1cc(C)n2nc(C(=O)Nc3c(C)nn(Cc4ccc(F)cc4)c3C)cc2n1
  6% | . | -6% | 7% | i | -3% | 0.1% | 2% | -6%
CS(=O)(=O)N(CC(=O)N1CCC(C(N)=O)CC1)c1ccc(Oc2ccccc2)cc1
  -6% | 4% | -2% | ? | i | 17% | 0.1% | -22% | -2%
COC(=O)c1ccc(-c2ccc(/C=N/NC(=O)CC3(C)OCCCO3)o2)cc1
  18% | 50%[activator] | -9% | 34% | ? | 0% | 1.9% | ? | 4%
Cc1sc2ncn(C(C)C(=O)OC3CCCCC3)c(=O)c2c1C (stereo not drawn)
  -9% | -16% | -1% | -19% | i | 15% | -0.1% | -5% | -12%
COc1ccc2c(c1)c1c(c(=O)n(-c3cccc(C)c3)c(=O)n1CC(=O)Nc1c(C)cc(C)cc1C)n2C
  9% | 5% | 2% | -7% | i | . | 0.6% | ? | .
O=C1NC(c2ccccc2Br)=N/C1=C\c1ccco1
  -6% | . | -6% | -18% | i | 7% | 5.6µM* | 17% | 9%
CC(Cc1ccccc1)N/C=C1/CC(=O)NC1=O (stereo not drawn)
  -4% | 9% | -13% | 1% | i | 2% | -0.9% | -19% | 5%
Cc1c(Cl)cccc1NC(=S)NCc1ccccc1Cl
  -44% | -1% | 25% | ? | i | ? | 2.9% | -13% | -15%
COc1ccc(Br)c(Cn2c(C)c(C(=O)NCCC#N)sc2=O)c1
  1% | 0% | . | 1% | i | . | -0.3% | . | -2%
CCCCOc1ccc(C(=O)Oc2ccc(C)nc2)cc1
  -8% | -19% | -3% | 10% | i | -2% | -0.5% | 19% | 1%
CCCc1ccc(Oc2cc(N3CCOCC3)nc(-c3ccccc3)n2)cc1
  -2% | -7% | -5% | 11% | i | ? | 0.1% | -1% | 1%

Continued; it opens with the 3 that closed the last part.
The line under a structure holds: HepG2 viability | ATXN2 expr inh | A549 tox | TGFb SMAD3 inh | ATXN viability | MCF10A rerep | Nrf2 ARE act | Nrf2 block | EPAC2 antag
COc1ccc(Br)c(Cn2c(C)c(C(=O)NCCC#N)sc2=O)c1
  1% | 0% | . | 1% | i | . | -0.3% | . | -2%
CCCCOc1ccc(C(=O)Oc2ccc(C)nc2)cc1
  -8% | -19% | -3% | 10% | i | -2% | -0.5% | 19% | 1%
CCCc1ccc(Oc2cc(N3CCOCC3)nc(-c3ccccc3)n2)cc1
  -2% | -7% | -5% | 11% | i | ? | 0.1% | -1% | 1%
O=[N+]([O-])c1ccc2c(c1)nc1n2CCN(C2CCCCC2)C1
  7% | 30% | 2% | 10% | i | -3% | 14% | ? | -10%
O=C(CNS(=O)(=O)c1ccccc1)Nc1ccc(F)cc1F
  -20% | 16% | 0% | -9% | i | 21% | 0.7% | -2% | 12%
CCOCCCNS(=O)(=O)c1ccc(Br)cc1
  -2% | 1% | 2% | -4% | i | 1% | 0.0% | 1% | -1%
CCc1cccc2c(=O)c(C(=O)N3CCOCC3)c[nH]c12
  -88% | -23% | -8% | 1% | i | 0% | -0.2% | 3% | 3%
CCCn1c(=S)[nH]c2cc(OC)c(OC)cc2c1=O
  7% | -3% | 5% | 0% | i | 8% | 0.3% | -20% | -3%
COc1ccc(N(Cc2ccccc2)C(=O)OC(C)(C)C)c(C(=O)N(C)OC)c1
  -3% | -12% | 3% | 1% | i | 1% | -0.4% | 3% | -11%
O=c1c(N2CCOCC2)coc2ccccc12
  -3% | . | 7% | -6% | i | -10% | 4.4% | ? | -2%
CN(C(=O)c1cccc(NC(=O)Cc2cccc(NC(=O)C3CCCN(C(=O)C4CC4)C3)c2)c1)C1CC1 (stereo not drawn)
  -16% | 6% | 0% | -1% | i | ? | -0.6% | -21% | 6%
CCOC(=O)Cc1nnc(NC(=O)C2CCCCC2)s1
  0% | 8% | -1% | 3% | i | -10% | 0.3% | -14% | 1%
CC(C)c1ccc(NC(=O)N2CCOCC2)cc1
  -5% | 155%[activator] | 2% | -10% | i | -2% | 3.7% | 22% | 3%
O=C(NC1CCCCCC1)c1ccc(Br)o1
  -2% | 48%[activator] | 2% | 11% | i | 11% | 4.0% | 19% | 0%
Cc1ccc(-c2nnn(CC(=O)N(CC3CCCO3)C(C(=O)NC3CCCC3)c3ccc(F)cc3)n2)o1 (stereo not drawn)
  -1% | -13% | -3% | -18% | i | 19% | -0.5% | 4% | -5%
Nc1ccc2c(c1)C1(CCC2)NC(=O)NC1=O (stereo not drawn)
  7% | . | . | -9% | i | . | -1.1% | . | -10%
CCCC1(CCC)NC(=O)NC1=O
  1% | -5% | -7% | 1% | i | -2% | -1.0% | -1% | 2%
O=C(c1cc(COc2ccc(F)cc2F)on1)N1CCOCC1
  -28% | . | -5% | -10% | i | -3% | -0.8% | ? | -5%
O=C(CSc1ccccc1)NCC1(N2CCCCC2)CCCCC1
  -4% | 3% | -22% | -5% | ? | 5% | -0.3% | 4% | 8%
CC(=O)NC1CCCc2c1cnn2-c1ccc(C(C)(C)C)cc1 (stereo not drawn)
  5% | -12% | -8% | -13% | i | -1% | 0.1% | -24% | 2%
Cc1cc(NC(=O)C2CCCCC2)ccc1NC(=O)c1ccccc1Cl
  -21% | 2% | 1% | -4% | ? | -5% | 0.4% | 6% | 12%
CCN(c1ccccc1)S(=O)(=O)c1cccc(C(=O)NCCOc2ccccc2OC)c1
  -21% | -9% | -3% | ? | i | 4% | -0.5% | -11% | -2%
O=[N+]([O-])c1cccc(/C=N/Nc2nc(C(Cl)(Cl)Cl)nc3ccccc23)c1
  -5% | -19% | 0% | 0% | i | -4% | 0.5% | -3% | -7%
O=C1NC(c2cccs2)Nc2ccccc21 (stereo not drawn)
  -4% | 34%[activator] | -1% | ? | i | 10% | 19% | 11% | 8%
CC1CCc2[nH]c3ccc(C(=O)N(C)CC(=O)Nc4ccccc4Cl)cc3c2C1 (stereo not drawn)
  -3% | -6% | -9% | -7% | i | 12% | -0.3% | -8% | 0%
Cc1ccccc1OCc1nc(-c2cccnc2)no1
  -1% | 8% | 10% | -7% | i | -9% | 5.4% | 5% | -8%
CCCn1c(=N)n(CC(O)COc2ccccc2OC)c2ccccc21 (stereo not drawn)
  -36% | . | -11% | -8% | . | . | 4.9% | 4% | .
COc1ccc(C(=O)Nc2cccc(S(C)(=O)=O)c2)cc1
  3% | . | 8% | 2% | i | 15% | 4.0% | -8% | -3%[57.1 µM]
